Source: PubChem (Broad Institute)
INS-1E GSIS act – primary screen for activators of insulin secretion dependent on glucose, INS-1E cells, GLuc reporter luminescence; INS-1E GLuc reporter insulin secretion, 2-3 h; activation, % at 16.6 µM; 370,000 tested, 0.61% active; AID 743287;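 active means lowest replicate activation of at least 40%, so every replicate reaches that level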;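 further: 0% = median of neutral control wells and 100% = median of IBMX positive control wells; some compounds called inactive have numbers as strong as hits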
Cneo AK release – causes C. neoformans cell lysis; 360,000 tested, 0.2% active; lysis activity, % at 15 µM; adenylate kinase release luminescence, 4 h; normalised: neutral wells 0, clomiphene wells 100;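 active means mean lysis activity across replicates of at least 80%, whatever share of replicates individually reach that level; inactive means mean lysis activity below 80%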
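Schedule: static 4 h at 37 °C with compound, 1 h detection; system: C. neoformans cells; benchmarks: Clomiphene as positive control; buffer or medium: fresh YPD medium; measure: luminescence rise reflecting yeast cell lysis; measured by: luminescent adenylate kinase detection reagent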
Statin myotox sup – suppression of simvastatin myotoxicity; C2C12 myotubes + simvastatin, ATP luminescence, 48 h; scaled: DMSO 0, geranylgeraniol control 100; rescue of ATP level, % at 7.49 µM; 330,000 tested, 0.78% active; AID 602340;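 active means mean ATP rescue above about 67%, or every replicate alone reaching that limit, limit read from the data, passing the limit was not always enough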;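 further: myotubes were challenged with 10 µM simvastatin during compound exposure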
PGC1a acetyl inh – modulators of PGC1a acetylation. U2OS PGC1a acetylation, AlphaScreen anti-acetyl-lysine; with virally co-expressed GCN5 acetyltransferase. inhibition, % at 15.6 µM. 350,000 tested, 0.17% active. AID 651687;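 active means every replicate shows inhibition of at least 40%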;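 further: 0% = neutral control wells and 100% = positive control wells; some results beyond the cut were filed as inactive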
PglD DTNB – inhibitors of Campylobacter jejuni PglD acetyltransferase. purified PglD enzyme, DTNB colorimetric CoA detection. inhibition, % at 12.5 µM. 360,000 tested, 0.098% active; in the data active means inhibition above about 16%, passing the limit was not always enough; further: strong numbers were not always called active
LGR2 antag – inhibitors of bursicon-induced Drosophila LGR2 receptor cAMP signaling | HEK293 LGR2, CRE-luciferase, bursicon-stimulated, 4 h | AID 720647 | inhibition, % at 9.99 µM | 380,000 tested, 0.35% active;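 active means drop in luminescence signal, shown as inhibition above about 50% in the replicate tests, limit read from the data, passing the limit was not always enough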;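 further: agonist challenge used bursicon conditioned medium at about half maximal strength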
PAX8 inh HTS – lowers PAX8-driven luciferase in RMG-I cells; RMG-I TPO-luciferase reporter, SteadyGlo, 24 h; inhibition, % at 12.6 µM; 360,000 tested, 1.2% active; AID 652154;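 active means mean replicate inhibition at least 60% with every replicate also reaching 60%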;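 further: luciferase light reporting Pax8 driven TPO promoter activity; plate controls were median of neutral control wells for no effect and mitoxantrone controls for full effect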
ARNT-TACC3 inh – disruptors of human ARNT/TACC3 interaction | Q9Y6A5 | AlphaScreen His-ARNT PAS-B/GST-TACC3 binding, luminescence; TACC3 fragment carries E629A point mutation | inhibition, % at 9.99 µM | 390,000 tested, 0.66% active;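 active means mean inhibition of replicates at least 50% and at least half of replicates each reaching 50%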;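 further: 0% = complete ARNT plus TACC3 wells and 100% = ARNT alone without TACC3; many hits fall short of the cut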
The depositor's hits bear a star; · = not tested or not shown. Compounds were not picked by outcome (roughly 2.9% active in at least one column).

SMILES	INS-1E GSIS act	Cneo AK release	Statin myotox sup	PGC1a acetyl inh	PglD DTNB	LGR2 antag	PAX8 inh HTS	ARNT-TACC3 inh
C[C@H]1CN([C@@H](C)CO)C(=O)c2cc(NC(=O)C3CC3)ccc2O[C@H]1CN(C)C(=O)Nc1ccc(F)cc1	-10	42	6	-5	1	2	-65	-1
C[C@@H]1CN([C@@H](C)CO)C(=O)c2cc(-c3cccc(F)c3)cnc2O[C@H]1CN(C)CC1CCCC1	22	-1	-10	-9	3	-8	7	1
CCOc1ccccc1NC(=O)CSc1nnc(-c2cnccn2)n1C	·	-1	-2	-3	-4	·	·	-1
Cc1cc(Br)ccc1NC(=O)CN(C)C(=O)CCSc1ccc(F)cc1	-31	2	1	-89	5	0	10	6
CCOc1ccccc1NC(=O)Cn1cnc2c(cnn2-c2ccc(C)c(C)c2)c1=O	6	3	132*	2	-9	-2	·	-3
Cc1ccc(-c2nc(C#N)c(NCCCn3ccnc3)o2)cc1	6	·	·	1	·	-26	-153	6
O=C(C[C@H]1C=C[C@H](NC(=O)Nc2ccc3c(c2)OCO3)[C@@H](CO)O1)NCc1ccc(Cl)cc1	-2	21	-34	-7	0	6	2	17
COc1ccc(-c2nn(-c3ccccc3)cc2/C=C/C(=O)OCC(=O)Nc2ccccc2C#N)cc1	24	·	·	·	·	-2	2	1
O=C(CSc1nc2ccccc2s1)N1CCOCC1	7	-1	4	-3	1	-23	·	-4
CCOC(=O)C1CCCN(Cc2cccc(Cl)c2)C1 (stereo unspecified)	6	-4	-5	-3	3	12	·	-8
COc1cc(CNc2ccc3[nH]c(=O)[nH]c3c2)ccc1OCc1ccc(F)cc1Cl	21	-1	56	3	-2	-44	-4	9
CCN1CCN(C(=O)c2ccc(C)c(S(=O)(=O)Nc3cccc(C)c3)c2)CC1	-17	-1	5	·	7	20	-2	-3
Cc1ccc(N(CC(=O)O)S(C)(=O)=O)cc1	13	·	0	4	·	9	8	1
O=C(C[C@H]1C[C@H]2c3cc(NS(=O)(=O)c4ccc(F)cc4)ccc3O[C@H]2[C@@H](CO)O1)NCC1CC1	·	1	2	-2	5	·	-2	-5
COc1ccc(Cc2nnc(SCC(=O)N3CCN(c4ccccc4)CC3)o2)cc1	·	-3	2	-20	4	·	·	-28
O=C1OCCC1S(=O)(=O)c1ccc2ccccc2c1 (stereo unspecified)	·	-1	5	·	1	·	24	-1
CCN(CC)CCn1c(NC(=O)c2ccc(C(F)(F)F)cc2)nc2ccccc21	-19	5	-9	2	-8	-8	-21	-4
CCOC(=O)C1=C(O)CSC1=Nc1ccccc1	·	-1	22	-7	0	·	·	-11
CCOc1ccc(NC(=O)c2c[nH]n3c(=O)cc(C4CCN(C(=O)OC(C)(C)C)CC4)nc23)cc1	·	-1	5	3	0	0	2	8
O=C1NC(Cc2ccc(O)cc2)c2nc3cc(Cl)ccc3c(=O)n2-c2cc3ccccc3cc21 (stereo unspecified)	-9	-4	1	-2	1	0	8	·
COc1ccc(NC(=O)N(C)C[C@H]2Oc3cc(C#CCN(C)C)ccc3S(=O)(=O)N([C@H](C)CO)C[C@@H]2C)cc1	1	8	-2	-1	-3	-3	·	-3
N#C/C(=C/c1ccc(CNS(=O)(=O)c2ccccc2)o1)C(=O)NCc1ccccc1	12	·	·	·	·	0	15	3
CCN1C(=S)N[C@@H](CCc2ccccc2)[C@H](C(=O)OC)[C@H]1C	·	4	-7	-20	6	6	8	-6
CC1=C(C#N)C(/C=N/OCc2ccc(Cl)cc2)CC(=O)N1 (stereo unspecified)	-7	·	·	1	·	-23	-4	-8
COc1cccc(CNc2ccc(Br)cn2)c1O	·	-3	3	·	3	·	·	-7
Cc1ccsc1C(=O)N1CCN(c2ncccn2)CC1	4	-1	-4	·	-1	-2	6	·
COC(=O)CN1C(=S)N(c2ccc(F)cc2)C(=O)C1CC(=O)Nc1ccc(OC)cc1 (stereo unspecified)	-39	2	8	6	6	7	-7	-5
CC(=O)c1c(C)[nH]c(C(=O)CSc2nnc(CN3CCCCCC3=O)n2-c2ccccn2)c1C	·	-5	-8	7	-4	·	·	4
CCOc1ccc(-n2c(SCc3cc(=O)oc4cc(C)c(C(C)C)cc34)nnc2-c2cccnc2)cc1	-1	9	·	1	-2	22	23	-4
C/C=C/c1ccc2c(c1)O[C@H](CN(C)C(=O)c1ccc(F)cc1)[C@H](C)CN([C@@H](C)CO)S2(=O)=O	7	-21	0	-3	0	3	5	4
C=CCn1c(N)nc2ccccc21	·	5	7	1	-8	·	·	-1
CCCCc1ccc(NC(=O)CSc2nc(=O)n(CCCN3CCOCC3)c3c2CCC3)cc1	-18	·	·	·	·	-6	11	2
Cc1noc(C)c1S(=O)(=O)Nc1ccc2c(c1)C(=O)N([C@H](C)CO)C[C@H](C)[C@H](CN(C)C(=O)C1CCCCC1)OCCCC[C@@H](C)O2	-16	6	·	2	-1	-17	-2	22
CCOC1=CC2=C(C(=O)C(Cl)=CC2=O)[C@@H]2CN(S(=O)(=O)c3ccc(C)cc3)[C@@H](c3ccccc3)[C@H]12	14	20	7	-13	-3	14	49	·
Cc1cc(C(=O)Nc2ccc3c(c2)C(=O)N(C)[C@@H]2CC[C@H](CC(=O)NC4CCCC4)O[C@@H]2CO3)no1	2	3	3	-5	-4	0	-4	-2
NC(=O)CSCc1nc2ccccc2s1	0	-4	4	·	1	-53	·	2
OC[C@H]1O[C@@H](c2nc3ccc(-c4nc(-c5cccs5)no4)cc3[nH]2)C[C@@H]1O	4	-4	11	-6	-5	-68	-254	·
CC1CCCC(NC(=O)COc2ncnc3ccccc23)C1C (stereo unspecified)	·	-22	4	0	-5	2	1	0
CC(=O)c1ccc(OCCCC(=O)n2nnc3ccccc32)cc1	·	1	1	10	-2	·	14	-5
CCOC(=O)CC(NC(=O)c1ccccc1)c1ccc(OC)cc1 (stereo unspecified)	10	·	0	12	·	6	-8	-7

Sorted by SMILES length (ascending): some entries from above.
SMILES	INS-1E GSIS act	Cneo AK release	Statin myotox sup	PGC1a acetyl inh	PglD DTNB	LGR2 antag	PAX8 inh HTS	ARNT-TACC3 inh
C=CCn1c(N)nc2ccccc21	·	5	7	1	-8	·	·	-1
CCOC(=O)CC(NC(=O)c1ccccc1)c1ccc(OC)cc1 (stereo unspecified)	10	·	0	12	·	6	-8	-7
CCCCc1ccc(NC(=O)CSc2nc(=O)n(CCCN3CCOCC3)c3c2CCC3)cc1	-18	·	·	·	·	-6	11	2
OC[C@H]1O[C@@H](c2nc3ccc(-c4nc(-c5cccs5)no4)cc3[nH]2)C[C@@H]1O	4	-4	11	-6	-5	-68	-254	·
Cc1cc(C(=O)Nc2ccc3c(c2)C(=O)N(C)[C@@H]2CC[C@H](CC(=O)NC4CCCC4)O[C@@H]2CO3)no1	2	3	3	-5	-4	0	-4	-2

The results go on.
SMILES	INS-1E GSIS act	Cneo AK release	Statin myotox sup	PGC1a acetyl inh	PglD DTNB	LGR2 antag	PAX8 inh HTS	ARNT-TACC3 inh
CC(C)(C)Cc1c(-c2ccccc2)nc2ccc(Br)cn12	-41	0	-7	4	0	-3	-50	·
NCCCC[C@H](NC(=O)C1CCNCC1)c1nnc([C@@H](N)CO)o1	21	6	-9	·	1	-11	-12	12
C[C@@H]1CCCCO[C@H](CN(C)Cc2ccc3c(c2)OCO3)[C@@H](C)CN([C@H](C)CO)C(=O)c2cc(NC(=O)Nc3ccc(C(F)(F)F)cc3)ccc2O1	16	1	·	3	2	13	11	30
CCOC(=O)c1ccc2[nH]c(C)cc(=O)c2c1	·	0	5	8	-2	·	·	-5
N=c1ccn(Cc2ccc(F)cc2)cc1	-6	7	·	4	0	16	1	·
COc1ccc(N2CCN(C(=O)c3ccccc3F)CC2)c([N+](=O)[O-])c1	-2	·	9	-5	·	-2	18	-3
C=CCn1c(SCC(=O)Nc2cc(C)cc(C)c2)nnc1-c1cnccn1	8	1	9	0	3	3	·	-8
CNC[C@H]1Oc2cc(C#CCOC)ccc2S(=O)(=O)N([C@@H](C)CO)C[C@H]1C	4	-1	-8	3	-2	-3	-14	-4
C[C@@H]1CCCCO[C@H](CN(C)S(=O)(=O)c2cccs2)[C@H](C)CN([C@@H](C)CO)C(=O)c2cc(NC(=O)Nc3ccccc3)ccc2O1	-13	-3	·	3	2	-10	34	3
Cc1cc(NC(=O)c2c([N+](=O)[O-])c(C)nn2C)no1	12	3	-10	4	3	15	·	-13
COc1ccc(/C=C/C(=O)NCCCN2CCCCCC2)cc1	-18	0	-2	-4	-3	-11	2	1
O=C(OCC(=O)N1CCCCC1)c1c[nH]c2ccccc12	-2	-1	0	-1	2	-34	-137	34
Cc1ccc(S(=O)(=O)N(C)C[C@H]2Oc3c(NC(=O)C4CCOCC4)cccc3C(=O)N([C@@H](C)CO)C[C@@H]2C)cc1	5	4	-14	11	5	-7	5	-7
CC1CCCC(C)N1C(=O)CCN1C(=O)C2C3C=CC(C3)C2C1=O (stereo unspecified)	3	6	12	2	-4	-25	2	-2
O=C(C1CC1)N1CCCCN2[C@H](C1)[C@H](c1ccc(C#CC3(O)CCCC3)cc1)[C@@H]2CO	·	-1	·	8	-1	·	2	-4
Nc1nc(-c2ccccc2)[nH]c(=O)c1N	4	0	·	-7	-4	-13	5	4
CCCNC(=O)N(C)C[C@@H]1Oc2cc(-c3cccnc3)ccc2S(=O)(=O)N([C@@H](C)CO)C[C@H]1C	0	-4	4	2	4	1	·	-1
CN(CC1CCCO1)S(=O)(=O)c1ccc(C(=O)NCc2ccccc2)cc1 (stereo unspecified)	-9	·	·	·	·	3	-6	-2
CCOC(=O)C(C(=O)OCC)C(Nc1ccc(Br)cc1)c1ccccc1 (stereo unspecified)	·	0	12	-16	0	·	16	0
COc1ccc(-c2c(NC(=O)c3ccco3)oc3ccccc3c2=O)cc1OC	·	7	2	-1	3	·	·	-3
Cc1nnc(NC(=O)CCN2C(=O)C3CC=CCC3C2=O)s1 (stereo unspecified)	5	0	5	·	5	4	0	·
Cc1ccc(S(=O)(=O)N[C@@H]2C=C[C@H](CC(=O)NC3CCCCC3)O[C@H]2CO)cc1	2	3	2	-1	1	-5	3	0
CCOC(=O)n1c(=O)oc2ccc(Cl)cc21	·	-3	7	6	-1	·	7	8
CCC(=O)c1cn(CC(=O)Nc2ccc(C)cc2)c2ccccc12	-3	0	-6	5	-5	3	13	-1
Cc1cnc(C(=O)OCc2cc(=O)n3c(C)cccc3n2)cn1	·	-2	-1	-14	0	-5	-7	2
COc1ccc(NC(=O)c2cccc(S(=O)(=O)NCc3ccccc3)c2)cc1S(N)(=O)=O	1	0	3	·	4	-1	1	1
CC1(C)CSC(=NCCc2ccccc2)N1C(=O)c1ccc(C#N)cc1	14	-3	·	·	-1	-9	-3	·
CCN1CCN(C(=O)c2ccc3c(c2)N(Cc2ccc(F)cc2)C(=O)c2ccccc2S3=O)CC1 (stereo unspecified)	1	-2	25	5	6	14	-15	-4
Cc1nn(Cc2ccc(C(=O)n3cccn3)o2)c(C)c1Br	·	3	-3	7	-1	·	5	-2
O=C(CN1C(=O)c2ccccc2S1(=O)=O)c1ccccc1F	4	0	-2	-7	1	73*	33	-2
CCn1c(=O)cc(OCC(=O)N(C)c2ccccc2F)c2ccccc21	5	0	7	3	2	-2	-7	-3
CCC(=O)c1ccc(OCC(O)CN2CCc3ccccc3C2)cc1 (stereo unspecified)	8	1	-4	·	-1	4	11	-6
